PERK inhibitor – inhibitors of human PERK kinase; Q9NZJ5; CHO PERK-DD fusion, SEAP luminescence translation reporter; inhibition, % at 5.6 µM; 220,000 compounds, 0.17% hits;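 active means inhibition above the mean inhibition of all tested compounds plus 3 SD, set separately per screening campaign, cut at about 2.9% in these data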;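 further: PERK kinase domain activated by AP20187 dimerizer at 100 nM; 0% = DMSO with dimerizer and 100% = rapamycin at 8.4 µM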
zVAD death inh – L929 zVAD cell death inhibition; AID 1377; 220,000 compounds, 0.38% hits; viability rescue, % at 10 µM; L929 zVAD necroptosis rescue, ATP luminescence, 24 h; with zVAD 60 µM;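 active means activation, scaled between plate controls, above about 75%, limit read from the data; inactive means activation under that limit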;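 further: 0% = zVAD with DMSO and 100% = DMSO alone without zVAD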
Cl transport mod – modulates chloride dependent transport by human KCC2. Q9H2X9. KCC2 cells, thallium flux FluoZin-2 fluorescence. B-score of Tl+ flux slope (higher = more flux/activation; lower = inhibition) at 10 µM. 190,000 compounds, 2.2% hits;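 active means thallium flux slope and its plate-corrected score both differing from the plate sample mean at a set confidence after two filtering rounds, in either direction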;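 further: slope of fluorescence scaled to starting intensity during 10 to 20 s after thallium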
EBV gp42 inh – EBV gp42 inhibition | inhibition, % (tested at 21.74 µM) | 220,000 compounds, 0.42% hits | Fluorescence polarization binding assay, mP read-out; in the data active means inhibition above about 50%
TNF necrop inh – TNF-alpha cell death inhibition in Jurkat FADD-/- cells; Jurkat FADD-/- TNF necroptosis rescue, ATP luminescence, 24 h; 0 = TNF only, 100 = no-TNF cells; activation (protection from cell death), % at 10 µM; 220,000 compounds, 0.068% hits;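 active means activation, meaning protection from cell death, of at least 50% relative to plate controls; inactive means activation below 50%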;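 further: necroptosis triggered by 40 ng/mL TNF-alpha added together with compound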
eIF4E-4G inh – eIF4E/eIF4G interaction inhibition in translation initiation | AID 782 | P63073+Q04637 | inhibition, % at 21.7 µM | TR-FRET eIF4E-eIF4GI(517-606) binding, 2 h | 220,000 compounds, 0.37% hits;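 active means inhibition above about 30%, limit read from the data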;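 further: 0% = full FRET control wells and 100% = background wells lacking eIF4GI fragment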
Target sequence (P63073 whole entry, looked up, the tested form may be a part): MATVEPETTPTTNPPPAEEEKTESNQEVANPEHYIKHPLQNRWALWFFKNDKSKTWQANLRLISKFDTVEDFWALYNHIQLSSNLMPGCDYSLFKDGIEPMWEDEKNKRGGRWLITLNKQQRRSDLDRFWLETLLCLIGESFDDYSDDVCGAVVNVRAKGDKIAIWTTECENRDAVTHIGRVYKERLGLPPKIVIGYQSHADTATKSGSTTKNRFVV
Target sequence (Q04637 whole entry, looked up, the tested form may be a part): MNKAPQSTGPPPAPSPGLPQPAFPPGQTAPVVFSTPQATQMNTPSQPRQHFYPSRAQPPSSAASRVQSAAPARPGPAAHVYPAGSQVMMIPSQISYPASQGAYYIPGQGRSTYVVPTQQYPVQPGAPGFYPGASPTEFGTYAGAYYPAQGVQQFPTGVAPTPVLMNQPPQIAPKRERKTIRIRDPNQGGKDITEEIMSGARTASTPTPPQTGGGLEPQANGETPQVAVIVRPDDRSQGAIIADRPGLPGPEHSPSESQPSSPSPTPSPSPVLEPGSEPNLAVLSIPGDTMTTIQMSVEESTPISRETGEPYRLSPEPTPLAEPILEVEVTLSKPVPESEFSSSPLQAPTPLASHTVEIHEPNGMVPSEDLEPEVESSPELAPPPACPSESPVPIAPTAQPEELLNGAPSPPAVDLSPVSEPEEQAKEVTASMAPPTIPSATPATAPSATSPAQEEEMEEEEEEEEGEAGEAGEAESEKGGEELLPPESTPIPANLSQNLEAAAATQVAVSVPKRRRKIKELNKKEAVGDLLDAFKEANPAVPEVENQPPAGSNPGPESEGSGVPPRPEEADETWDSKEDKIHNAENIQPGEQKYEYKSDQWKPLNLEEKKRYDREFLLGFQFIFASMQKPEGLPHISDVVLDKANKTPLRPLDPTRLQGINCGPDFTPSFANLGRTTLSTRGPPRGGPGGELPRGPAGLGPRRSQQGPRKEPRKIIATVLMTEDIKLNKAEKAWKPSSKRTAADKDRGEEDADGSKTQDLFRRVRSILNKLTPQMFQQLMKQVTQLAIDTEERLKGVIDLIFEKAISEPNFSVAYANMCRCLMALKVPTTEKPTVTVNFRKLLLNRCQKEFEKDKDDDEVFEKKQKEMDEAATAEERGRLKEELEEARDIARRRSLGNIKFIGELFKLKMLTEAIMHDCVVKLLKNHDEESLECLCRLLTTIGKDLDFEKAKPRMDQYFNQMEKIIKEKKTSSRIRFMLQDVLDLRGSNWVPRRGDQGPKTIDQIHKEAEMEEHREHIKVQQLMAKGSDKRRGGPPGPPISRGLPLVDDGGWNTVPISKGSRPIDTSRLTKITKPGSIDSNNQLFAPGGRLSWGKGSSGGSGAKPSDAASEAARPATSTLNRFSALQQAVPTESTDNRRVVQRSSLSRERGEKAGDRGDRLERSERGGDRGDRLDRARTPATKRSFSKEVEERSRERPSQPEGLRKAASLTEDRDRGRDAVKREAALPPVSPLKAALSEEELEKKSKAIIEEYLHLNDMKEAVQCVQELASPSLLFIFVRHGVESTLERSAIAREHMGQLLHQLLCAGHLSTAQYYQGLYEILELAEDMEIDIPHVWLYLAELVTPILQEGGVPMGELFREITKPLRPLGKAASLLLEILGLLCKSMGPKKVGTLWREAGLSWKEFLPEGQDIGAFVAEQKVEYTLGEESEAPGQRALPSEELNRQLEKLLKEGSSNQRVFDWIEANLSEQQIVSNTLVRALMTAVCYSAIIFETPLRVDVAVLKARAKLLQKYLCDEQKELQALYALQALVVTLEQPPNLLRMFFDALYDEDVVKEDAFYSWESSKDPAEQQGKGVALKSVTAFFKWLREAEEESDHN
Rad51 HR inh – blocks human Rad51 in homologous recombination; Q06609; hRad51 DNA strand exchange, fluorescence dequenching; inhibition, % at 10 µM; 200,000 compounds, 0.085% hits; AID 1385;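 active means inhibition above 40% at the single screening dose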;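 further: 0% = DMSO control wells and 100% = blanks with heterologous ssDNA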
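Read-out basis: percent inhibition relative to plate controls and blanks / Assay system: human Rad51 nucleoprotein filaments preassembled on unlabelled ssDNA / Timing: filaments 15 min 37 °C, then compound 30 min / Control set: per-plate controls and blanks / Technique: fluorescence dequenching at 485/520 nm / Compound: 10 µM final, single point / Also added: Fluorescein- and BHQ1-tagged 47-mer duplex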
MDM2 E3 inh – inhibitors of human Mdm2 E3 ubiquitin ligase | Q00987 | 210,000 compounds, 0.11% hits | cell-based MDM2 ubiquitination luciferase reporter, 2 h; 0 = plate control, 100 = twice control, blank-subtracted | signal enhancement, % at 5 µM;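 active means signal enhancement of 30% or more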;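 further: luminescence tracks abundance of the self-degrading MDM2-luciferase fusion protein; higher signal means inhibition of MDM2 E3 ligase activity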
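Assay system: mammalian cells stably expressing self-ubiquitinating, self-degrading MDM2 E3–luciferase fusion. Quantity: 2000 cells in each well. Medium: DMEM culture medium. Compound dosing: single-point 5 µM. Timing: cell settling 4 h, compound treatment 2 h, both 37 °C. Technique: luciferase luminescence. Read-out basis: percent signal gain over controls, blank-subtracted. Benchmarks: plate controls and plate blanks.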
Calpain2 inh – blocks pig calpain II enzyme activity; purified calpain II, fluorogenic peptide substrate, 30 min; inhibition, % at 16 µM; 220,000 compounds, 0.37% hits; AID 1236;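 active means inhibition above about 50%, limit read from the data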
* hit, by the source's call; i = inactive; / = not tested or not shown; [ ] = another dose, or the depositor's remark.

Below each compound: PERK inhibitor	zVAD death inh	Cl transport mod	EBV gp42 inh	TNF necrop inh	eIF4E-4G inh	Rad51 HR inh	MDM2 E3 inh	Calpain2 inh
- Cc1ccc(SCC(=O)c2ccc(CC(=O)O)s2)cc1
    1.8	0.7	0.79	-10	2.4	3	/	-7	-1
- Cc1[nH]c2ccccc2c1/C=N/NC(=O)c1cc(C(C)(C)C)[nH]n1
    0.9	1.8	-1.1	-15	-3.4	1	19	0	-5
- CCOC(=O)N1CCN(C(=O)CSCc2ccccc2Cl)CC1
    -0.5	-0.1	0.5	5	0.0	8	28	2	19
- CCN(CC)S(=O)(=O)c1ccc(C)c(NC(=O)COC(=O)CNC(=O)c2ccc(C(C)(C)C)cc2)c1
    0.6	-0.4	0.41	-6	0.5	0[fluorescence artefact?]	/	-6	14
- Cc1cc2c3nonc3ccc2n1-c1ccccc1
    -0.7	0.3	1.4	-20	-0.5	8	-2	-9	-141
- CCOc1ccc(C2N(c3ccc(Cl)cc3)C(=O)C3CCCN32)cc1OC (centres undefined)
    0.3	-0.3	/	-26	-0.7	0	3	-17	12
- Cc1cccc(N2C(=S)NC3c4ccccc4OC2(C)C3C(=O)N(C)C)c1 (centres undefined)
    0.4	2.5	0.28	-9	0.7	1	5	-3	2
- Cc1noc2ncnc(Sc3ccc(Cl)cc3)c12
    0.9	-0.5	-0.32	-3	-8.4	0[fluorescence artefact?]	/	-10	13
- C=CCOC(=O)C1=C(C)NC(SCC(=O)N(CC)CC)=C(C#N)C1c1ccco1 (centres undefined)
    -0.9	0.3	-2.4	/	1.0	/	-11	-17	/
- O=C(COC(=O)CNC(=O)c1ccc(Cl)cc1)Nc1ncc(C(F)(F)F)cc1Cl
    -0.5	1.2	-0.031	8	1.6	2	-6	-3	11
- CNC(=S)N1CCn2cccc2C1c1ccc(F)cc1 (centres undefined)
    0.2	2.2	-0.22	3	-0.9	-9	2	9	-13
- COC(=O)C1=C(CSc2nnnn2C)NC(=O)NC1c1cc(C)ccc1C (centres undefined)
    -0.1	0.1	-0.49	-4	-2.0	2	8	-19	24
- CCOc1cccc(OCCCOc2ccccc2)c1
    0.5	1.1	0.19	-2	1.3	-3	4	-6	10
- Fc1ccc2c(c1)C1C=CCC1C(c1cc3c(cc1Br)OCO3)N2 (centres undefined)
    -0.4	-0.4	1.2	2	-7.7	0	-9	-6	1
- COc1cc(C(=O)Nc2c(C)cc(C)cc2C)c(Br)c(OC)c1OC
    1.0	0.8	0.22	-3	1.4	1	15	-13	-11
- COC(=O)c1ccc(/C=N/OCC(=O)NCc2ccc(F)cc2)cc1
    0.2	72	-1.9	-8	-1.4	3	-3	-11	6
- COc1cccc(/C=N/NC(=O)c2c(C)nc3ccc(Br)cn23)c1O
    0.2	66	-3.4*	-28	-12	-5	-15	-13	-150
- Cc1ccc(CC(=O)NCCC(=O)O)cc1
    1.8	0.6	-0.012	-15	0.8	2	7	-10	-14
- COC(=O)c1ccc(S(=O)(=O)NCc2ccco2)n1C
    0.5	-0.1	0.0036	-3	0.8	5	14	0	-15
- CCn1nc(C(=O)NC2=NCCS2)c2ccccc2c1=O
    0.4	1.6	0.21	3	-0.3	6	-6	-20	30
- Cc1ccc(NC(=O)C23CCC(C)(C(=O)[C@H]2Br)C3(C)C)cc1 (some centres undefined)
    -0.2	0.2	0.0049	-29	0.2	-1	-4	-6	-2
- O=c1c(Cl)c(N2CCN(S(=O)(=O)c3ccccc3)CC2)cnn1-c1ccccc1
    0.6	0.7	-0.43	3	0.8	14	3	-3	-9
- COCCCn1c(=O)/c(=C\c2ccccc2OC(C)C)s/c1=C(/C#N)C(=O)Nc1ccc(C(=O)O)cc1
    0.2	0.1	-1.3	-120	-2.1	4	-370	-16	46
- COc1ccc(Cl)cc1-c1nc(-c2ccc(NC(=O)c3ccncc3)cc2)no1
    1.1	0.1	2.1	/	0.3	/	/	/	/
- CC1(C)C2CC=C(/C=N/NC(=O)c3ccccc3Br)C1C2 (centres undefined)
    0.9	34	0.33	-17	1.9	4	-6	-3	-4
- O=C(C1CCC1)N1CCc2cc(S(=O)(=O)NC3CCCC3)ccc21
    -0.1	2.6	/	-15	0.0	-7	5	-1	10
- COc1cc2[nH]c(=O)n(CCCCCC(=O)NCCCN3CCCC3=O)c(=O)c2cc1OC
    1.0	0.2	/	-3	-2.0	-4	3	3	-25
- COc1ccc(-c2cc(N)n(S(=O)(=O)Cc3ccccc3)n2)c(OC)c1
    -0.2	3.8	-1.4	1	1.5	0	4	-7	-3
- Cc1ccc(C(=O)Nc2ccc(N3CCOCC3)cc2)cc1
    1.6	4.4	-1.1	-13	1.2	3	-5	-3	-26
- CCOC(=O)N1CCC(Nc2c(NCCCN3CCN(c4ccc(OC)cc4)CC3)c(=O)c2=O)CC1
    0.6	0.1	0.7	-1	-1.0	7	/	-7	3

In the list so far, these contain a tert-butyl group.
Below each compound: PERK inhibitor	zVAD death inh	Cl transport mod	EBV gp42 inh	TNF necrop inh	eIF4E-4G inh	Rad51 HR inh	MDM2 E3 inh	Calpain2 inh
- Cc1[nH]c2ccccc2c1/C=N/NC(=O)c1cc(C(C)(C)C)[nH]n1
    0.9	1.8	-1.1	-15	-3.4	1	19	0	-5
- CCN(CC)S(=O)(=O)c1ccc(C)c(NC(=O)COC(=O)CNC(=O)c2ccc(C(C)(C)C)cc2)c1
    0.6	-0.4	0.41	-6	0.5	0[fluorescence artefact?]	/	-6	14

Quoted at random: two compounds from above
Below each compound: PERK inhibitor	zVAD death inh	Cl transport mod	EBV gp42 inh	TNF necrop inh	eIF4E-4G inh	Rad51 HR inh	MDM2 E3 inh	Calpain2 inh
- COC(=O)c1ccc(/C=N/OCC(=O)NCc2ccc(F)cc2)cc1
    0.2	72	-1.9	-8	-1.4	3	-3	-11	6
- O=C(C1CCC1)N1CCc2cc(S(=O)(=O)NC3CCCC3)ccc21
    -0.1	2.6	/	-15	0.0	-7	5	-1	10

Other structures:
Below each compound: PERK inhibitor	zVAD death inh	Cl transport mod	EBV gp42 inh	TNF necrop inh	eIF4E-4G inh	Rad51 HR inh	MDM2 E3 inh	Calpain2 inh
- CC(C)(O)C#Cc1ccc(C(=O)N2CCN(C(=O)c3ccco3)CC2)cc1
    -0.5	0.0	2	-2	-1.6	2	-4	3	-16
- O=C1NN(c2ccccc2)C(=O)/C1=C/c1cccs1
    0.3	1.0	-0.42	-12	0.5	4	-11	-14	-34
- CCc1nc(OCC(=O)c2ccccc2)c(C#N)c2c1COC(C)(C)C2
    -0.2	-0.6	-0.092	1	0.6	3	-7	-1	12
- CC(=O)c1cc(NC(=O)c2ccccc2)c(=O)oc1/C=C/N(C)C
    0.1	0.1	-4.5	-213	-4.5	-4[fluorescence artefact?]	-81	-7	-5
- COc1ccccc1NC(=O)CSc1nnc(COc2ccc(Cl)cc2)n1Cc1ccco1
    -0.6	0.5	/	7	2.0	3	-5	4	9
- CC(=O)c1c(C)nc(-c2ccc(Cl)cc2)nc1N=CN(C)C
    -0.2	0.9	/	-15	-0.5	60*	3	3	-22
- CCO[C@H]1OC(C(=O)NCc2nc3ccccc3[nH]2)=C[C@@H](C2CC2)[C@@H]1CCCO
    0.8	-0.6	0.12	-1	-7.3	1	-2	/	2
- O=C(COc1ccc(Cl)cc1)NCc1nnc(SCC(=O)NCC2CCCO2)o1 (centres undefined)
    0.1	1.8	0.76	-8	-0.1	-2	-9	9	-7
- Cc1cc(=O)c(C(=O)O)nn1-c1ccccc1
    1.1	0.8	1.9	-19	1.3	2	5	-2	-24
- CCN(CC(=O)NC(C)C)C(=O)CCNC(=O)c1ccc(Cl)cc1
    1.7	1.5	0.14	-15	1.1	4	2	3	8
- Cc1cccc(NC(=O)COc2nsnc2N2CCOCC2)c1
    -0.1	2.5	/	-23	1.1	-3	2	-17	-27
- COc1cc(=O)[nH]c(SCc2c(F)c(F)c(F)c(F)c2F)n1
    2.0	-1.1	-1.8	-23	-2.2	-3	/	-5	15
- CCOC(=O)C1CCN(c2nc(-c3ccccc3)nc3c2oc2ccccc23)CC1
    -1.6	1.4	/	-18	0.2	7	5	-32	-1
- CCc1ccc(-c2cc(C(F)(F)F)n3nc(C(=O)Nc4cnn(Cc5ccccc5C)c4)cc3n2)s1
    1.4	0.5	/	-35	-1.7	-24	0	-14	i
- Cc1ccc(CNC(=O)C(CCC(N)=O)NC(=O)OCc2ccccc2)cc1 (centres undefined)
    0.9	0.7	0.6	-6	2.0	2	2	1	-14
- O=[N+]([O-])c1ccc2oc(-c3ccccc3)nc2c1
    0.6	1.5	0.66	-5	-1.2	3	8	-6	-29
- O=C(N/N=C/c1ccc[nH]1)c1ccccc1[N+](=O)[O-]
    0.6	1.6	0.003	-19	2.8	-1	2	0	-1
- O=C(NCc1cccnc1)C1CC(=O)N(CCc2ccccc2)C1 (centres undefined)
    -0.1	0.4	1	-20	-0.3	1[fluorescence artefact?]	-2	-11	-23
- COc1cccc(-c2nnc3n2N=C(c2cccc(Br)c2)CS3)c1
    0.6	-0.4	0.27	-8	-1.4	-22[fluorescence artefact?]	-1	-9	32
- CC1=C(C)CC(C(=O)NNC(=O)c2cccc(Cl)c2)C(C(=O)O)C1 (centres undefined)
    1.9	0.1	-0.46	-4	1.0	2[fluorescence artefact?]	/	4	-6
- Cc1ccc(-c2nnn(CC(=O)N(c3ccccc3F)C(C(=O)NCC3CCCO3)c3c[nH]c4ccccc34)n2)cc1 (centres undefined)
    -1.2	0.3	-0.63	-6	-9.0	0	1	-11	-25
- Cc1nc(N[C@@H](Cc2c[nH]c3ccccc23)C(=O)O)c2oc3ccccc3c2n1
    -0.7	0.9	-0.22	-5	0.9	-1	-4	-27	0
- Cc1ccnc(SCC(=O)c2ccc(Br)s2)n1
    1.1	-0.1	0.011	-18	1.1	-2	-8	8	14
- Cc1cc(C)nc(SCc2ccc(C(=O)N/N=C/c3ccccc3C(=O)O)cc2)n1
    -0.6	2.0	-0.79	-4	1.5	-3	/	-15	4
- COc1cc(NC(=O)c2ccnc(N)c2)cc(C(=O)Nc2cccc(C(F)(F)F)c2)c1
    /	1.5	1	1	4.7	-4	5	7	-47
- COc1ccc2cnnc(SCC(=O)Nc3ccc(C(C)=O)cc3)c2c1OC
    -0.5	0.3	-0.032	-20	2.1	8[fluorescence artefact?]	8	29	-11
- Cc1nc(Cl)c(C(=O)NC(C)(C)C)c(C)c1Cl
    1.6	1.1	0.22	-1	1.3	5	4	-3	-11
- COc1ccccc1OCc1csc(N)n1
    0.2	2.2	0.24	-17	1.1	2	6	-21	-10

From PubChem BioAssay
